# GPR55 activation = GPR55 agonists via beta-arrestin recruitment, primary screen, imaging, U2OS cells, beta-arrestin-GFP redistribution (AID 1961) | G-protein coupled receptor 55 (Homo sapiens) | U2OS GPR55 beta-arrestin-GFP redistribution imaging; higher % means a stronger effect | activation, % at 10 µM, or EC50 in µM where a hit was titrated | actives 0.048% (n = 290,000);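 active = activation above 40% with more than 50 cells counted in the well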;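 note: U2OS osteosarcoma cells stably expressing GPR55 and beta-arrestin-GFP; plate controls were DMSO negative control for no effect and LPI positive control for full effect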
# UTI89 phage lysis = inhibition of K1F phage lysis, E. coli UTI89, bacterial capsule biogenesis inhibitors, alamar blue (AID 488966); actives 0.02% (n = 340,000); E. coli UTI89 K1F phage lysis, alamar blue, 2 h; higher % means a stronger effect; inhibition, % at 100 µM; hits with a dose series show IC50 in µM;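 active = phage lysis inhibition, versus mean bacterial control, above a set limit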;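 note: capsule biogenesis inhibitors block K1F phage lysis so surviving cells raise fluorescence; higher fluorescence means more inhibition of phage lysis; actives were called in the ten point dose series up to 300 µM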
# NOD1 inhibition = NOD1 signaling inhibitors, primary screen, cell-based, luminescence, uHTS (AID 1578). NOD1-driven NF-kB luciferase reporter cells, luminescence; higher % means a stronger effect. inhibition, % at 4 µM, or EC50 in µM where a hit was titrated. actives 1% (n = 290,000); in the data active = inhibition mostly above about 36%, no sharp cut-off; inactive = mostly below about 34%;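 note: HEK-293T reporter cells stimulated with the NOD1 agonist gamma-tri-DAP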
# NTR1 ag = agonists of NTR1, primary screen, imaging, U2OS cells, beta-arrestin-GFP, high content (AID 493036). activation, % at 20 µM. actives 0.17% (n = 330,000). NTR1-U2OS beta-arrestin-GFP spot imaging, agonist mode;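 active = activation at or above 40% of the spot to cytoplasm intensity ratio, with at least 20 cells analyzed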;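 note: 0% = DMSO without peptide and 100% = 100 nM NTR1 peptide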
# Target sequence (P30989 whole entry, looked up): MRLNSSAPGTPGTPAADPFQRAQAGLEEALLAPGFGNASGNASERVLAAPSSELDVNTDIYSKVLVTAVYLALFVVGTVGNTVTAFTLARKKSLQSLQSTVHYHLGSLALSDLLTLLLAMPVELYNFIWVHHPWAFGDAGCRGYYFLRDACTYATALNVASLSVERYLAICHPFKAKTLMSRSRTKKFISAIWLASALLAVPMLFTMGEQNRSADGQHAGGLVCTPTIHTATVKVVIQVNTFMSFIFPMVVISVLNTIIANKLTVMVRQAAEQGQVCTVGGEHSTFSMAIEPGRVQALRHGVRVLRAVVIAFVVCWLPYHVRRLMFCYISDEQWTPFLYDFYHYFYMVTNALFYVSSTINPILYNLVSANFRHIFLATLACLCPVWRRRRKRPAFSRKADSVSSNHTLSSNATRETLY
# KOR beta-arrestin-1 = KOR antagonists, beta-arrestin recruitment, cell-based, luminescence, uHTS (AID 1778) | Kappa-type opioid receptor (Homo sapiens) | KOR beta-arrestin recruitment, luminescence, antagonist mode; higher % means a stronger effect | inhibition, % at 10 µM, or IC50 in µM where a hit was titrated | actives 0.091% (n = 290,000); in the data active = inhibition above about 50%; note: strong numbers were not always called active
# MgcRacGAP inhibition = MgcRacGAP GTPase-activating activity inhibitors, confirmation, biochemical, ADP Hunter fluorescence; Rac GTPase-activating protein 1 (Homo sapiens); MgcRacGAP-stimulated Rac1 GTP hydrolysis, ADP Hunter fluorescence; higher % means a stronger effect; GST-tagged Rac1 F28L mutant substrate; inhibition, % at 30 µM, or IC50 in µM where a hit was titrated; actives 0.6% (n = 340,000);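 active = first-screen hits whose inhibition reached a set limit at any dose in the follow-up dose series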;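 note: fluorescence reports GDP produced by GAP-driven GTP hydrolysis; strong numbers were not always called active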
# GPR55 antagonists = GPR55 antagonists blocking LPI-driven arrestin recruitment, primary screen, imaging, U2OS, beta-arrestin-GFP, LPI agonist (AID 2013) | G-protein coupled receptor 55 (Homo sapiens) | U2OS GPR55 beta-arrestin-GFP translocation imaging, LPI antagonism; higher % means a stronger effect | one-dose inhibition, % at 10 µM; IC50 in µM for titrated hits | actives 0.13% (n = 290,000);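 active = spots per cell inhibited over 60%, with over 100 cells counted and total cytoplasm intensity under 500,000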;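 note: U2OS cells stably carrying GPR55 and arrestin-GFP stimulated by 5 µM LPI near EC80; imaged beta-arrestin-GFP aggregate spots per cell after agonist stimulation; plate controls were LPI-stimulated DMSO wells for no effect and DMSO wells without LPI for full effect; some results filed as inactive read as strong as hits; confirmed hits need IC50 under 10 µM and bright autofluorescent wells are also inconclusive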
# KOR beta-arrestin-2 = KOR agonists, beta-arrestin recruitment, primary screen, cell-based, luminescence, uHTS (AID 1777); Kappa-type opioid receptor (Homo sapiens); KOR beta-arrestin recruitment, luminescence; higher % means a stronger effect; actives 0.02% (n = 280,000); activation, % at 10 µM; hits with a dose series show EC50 in µM; in the data active = activation above about 50%, passing the limit was not always enough; note: a part of the inactive calls stands beside numbers as strong as those of hits
# GPR35 antagonists = GPR35 antagonists blocking zaprinast-driven arrestin recruitment, primary screen, imaging, U2OS, beta-arrestin-GFP, zaprinast agonist (AID 2058). inhibition, % at 10 µM; hits with a dose series show IC50 in µM. actives 0.052% (n = 290,000). G-protein coupled receptor 35 (Homo sapiens). U2OS GPR35 beta-arrestin-GFP translocation imaging, zaprinast antagonism; higher % means a stronger effect;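 active = inhibition of at least 50% with at least 30 cells and total cytoplasm GFP at most 10,000,000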
# NTR1 ag cell count 20 µM = also measured in NTR1 ag; calls as there; cell count; measured here: cell count, cytotoxicity flag
# * marks the source's active call; other numbers are inactive results; nt = no result given; [ ] = remark or other dose. This is a subset; rates above refer to the full screens.
compound,KOR beta-arrestin-1,UTI89 phage lysis,KOR beta-arrestin-2,NOD1 inhibition,NTR1 ag cell count 20 µM,NTR1 ag,MgcRacGAP inhibition,GPR35 antagonists,GPR55 activation,GPR55 antagonists
Cc1ccc(NC(=O)CO/N=C(\N)c2nonc2N)cc1C,14.0%,0.2%,6.3%,-19.3%,88,-0.8,8.6%,-7.5%,0.1%,17.9%
CN(C(=O)Cn1nnc(-c2cccc(C(F)(F)F)c2)n1)C1CCCCC1,3.4%,-0.1%,-2.4%,15.0%,38,-0.3,10.0%,-5.3%,-0.1%,1.2%
CCOCCCNC(=O)c1c(C)c(C(=O)OCC)n(C)c1C,10.1%,2.1%,-3.2%,nt,81,2.1,3.0%,4.6%,0.2%,-5.6%
CC(=O)c1cc(-c2ccccc2)n(CCC(=O)NCc2cccs2)c1C,22.6%,0.2%,-1.4%,-3.4%,45,1.3,4.7%,-19.9%,-0.1%,10.6%
CCC(Sc1nc(N)cc(N)n1)C(=O)O (stereo not drawn),36.5%,3.4%,1.2%,-5.1%,96,1.5,-1.8%,-7.0%,-0.2%,-2.6%
Cc1cc(NC(=O)COn2nnc3ccccc32)no1,-13.3%,-0.1%,4.0%,-0.4%,68,1.1,2.8%,-8.3%,-0.1%,8.5%
CCn1c(COc2ccc(C)cc2)nnc1SCC(=O)NNC(=O)c1ccc(OC)cc1,12.2%,-0.4%,8.1%,-23.9%,62,-1.4,4.8%,3.4%,0.1%,8.3%
O=C(CN1C(=O)COc2ccccc21)NCCCN1CCOCC1,-10.3%,1.2%,1.1%,-32.3%,59,1.1,3.0%,-2.9%,0.6%,1.8%
CCN(CC)CCN(Cc1cc2cc3c(cc2[nH]c1=O)OCCO3)C(=S)NC,-38.6%[20 µM],0.0%,6.5%,3.7%,67,1.0,-0.8%,0.2%,-0.3%,1.4%
CC(=O)NC(Cc1c[nH]c2ccccc12)C(=O)OCC(=O)Nc1cc(C)on1 (stereo not drawn),27.6%,-0.6%,-2.6%,-16.7%,79,1.6,0.5%,32.4%,-0.3%,-2.6%
Cc1ccc(S(=O)(=O)N(C)c2ccc(N)cc2)cc1,-17.7%,0.0%,-3.7%,-6.6%,98,-1.0,4.7%,-5.8%,0.3%,-4.6%
C(=N\n1cnnc1)/c1cccc2ccccc12,0.9%,0.0%,-7.9%,7.2%,69,20.8,0.7%,5.5%,-0.2%,9.1%
CC(=O)c1ccc(S(=O)(=O)N2CCN(C)CC2)cc1,-5.5%,0.4%,-4.7%,-31.7%,46,0.3,8.1%,7.5%,-0.1%,5.7%
NC(=S)Nc1cccc(F)c1,10.5%,-0.3%,-2.7%,0.3%,51,1.5,8.1%,-2.7%,0.2%,10.8%
COc1ccc(CNC(=S)Nc2cccc(OC)c2)cc1,-6.2%,-0.3%,0.9%,-1.6%,54,-1.0,11.8%,4.6%,0.3%,8.6%
COCCNC(=O)c1cnn2c1NC(c1ccco1)CC2C(F)(F)F (stereo not drawn),-0.2%,1.0%,-3.9%,-29.9%,86,-0.4,6.8%,-11.8%,0.1%,4.0%
CN(C(=O)CSC1=NCCS1)c1ccccc1,10.1%,2.6%,-0.5%,3.8%,44,2.4,-3.4%,-9.2%,0.3%,-3.0%
Cc1ccc(-c2nn(CC(=O)NCC3CCCO3)c(=O)c3ccccc23)cc1 (stereo not drawn),-8.6%,4.2%,-0.2%,-19.9%,66,1.4,-0.1%,-9.6%,-0.1%,0.4%
COc1ccc(C(=O)OCC(=O)NCC2CCCCC2)cc1S(=O)(=O)N1CCCc2ccccc21,-13.5%,-1.0%,-8.0%,-20.4%,60,1.7,5.5%,3.4%,-0.2%,13.0%
CCOc1ccc(-n2nnnc2SCC(=O)NNC(=O)c2ccco2)cc1,-13.8%,-2.1%,-1.7%,-17.4%,40,-0.6,0.8%,4.1%,-0.3%,0.8%
COc1cccc(C2CCCCN2Cc2nc(-c3ccc(C)o3)oc2C)c1 (stereo not drawn),3.1%[20 µM],1.6%,nt,-14.1%,77,0.9,2.6%,10.1%,-0.1%,21.5%
Fc1ccc2nc3n(c2c1F)CCCCCC3,-1.0%,10.4%,-4.8%,9.9%,43,-0.7,-0.5%,8.9%,-0.1%,-10.0%
O=S(=O)(c1cccc(-c2n[nH]c(=S)n2C2CCCC2)c1)N1CCOCC1,-24.7%,-0.3%,-4.3%,-19.5%,23,0.4,3.1%,-9.7%,0.6%,-17.0%
Cc1cc(NC(=O)c2ccccc2NS(=O)(=O)c2c(C)c(C)cc(C)c2C)no1,12.8%,2.8%,18.2%,nt,62,0.7,0.2%,27.4%,-0.3%,-9.2%
O=C(NCc1ccco1)c1cc2c(s1)CCCCC2,-33.0%,9.8%,1.8%,51.3%,57,0.0,13.4%,-7.1%,-0.2%,-10.3%
Cc1cccc2cc(C#N)c(NCCNC(=O)NC3CCCCC3)nc12,3.5%,1.2%,-2.2%,nt,88,5.2,3.4%,-1.0%,-0.2%,-2.6%
Cc1ccc2cccc(SCC(=O)Nc3ccc(F)cc3)c2n1,-3.6%,0.2%,-0.6%,-4.4%,92,0.7,10.9%,-5.4%,-0.1%,7.0%
CCN(C(=O)COC(=O)c1cc(-c2ccccc2)nc2c1c(C)nn2-c1ccc(C)cc1)C1CCS(=O)(=O)C1 (stereo not drawn),-43.4%,0.3%,2.3%,-40.2%,81,1.2,9.3%,11.5%,-0.2%,17.3%
O=C(N/N=C1\C2CN3CCN(C2)CC1(c1ccccc1)C3)c1ccc(F)cc1,11.6%,0.1%,4.0%,1.5%,86,3.2,12.6%,17.8%,-0.3%,19.7%
O=C(CCSc1ccc(Cl)cc1)NCc1ccccn1,2.3%[20 µM],0.6%,nt,-29.5%,64,0.1,14.8%,-0.3%,0.1%,0.3%
CCC(OC(=O)c1nsc(Cl)c1Cl)C(=O)NC(C)(C)CC (stereo not drawn),-38.2%[20 µM],-0.2%,-1.2%,-8.8%,46,0.8,3.5%,2.1%,-0.1%,-10.7%
O=C(NCCCC1CCCC1)C1CCC(=O)N(Cc2ccc(Cl)cc2)C1 (stereo not drawn),-32.3%,-0.2%,5.2%,13.5%,56,2.1,7.8%,1.1%,-0.1%,44.8%
CC(C)Cc1nnc(NC(=O)CCC(=O)N2CC(C)CC(C)C2)s1 (stereo not drawn),-43.1%,0.2%,3.7%,15.0%,66,-2.1,13.2%,0.4%,-0.1%,6.0%
Cn1c2ccccc2c2nnc(SCC(=O)Nc3cccc(O)c3)nc21,6.1%,0.3%,5.7%,3.5%,63,0.0,18.0%,28.2%,-0.2%,9.5%
COc1ccc(NC(=O)N2CCCC2C(=O)Nc2ccc(C)c(Cl)c2)cc1 (stereo not drawn),-9.0%,0.8%,-0.4%,7.4%,74,0.3,4.7%,23.0%,-0.3%,-4.4%
COc1ccc(S(=O)(=O)NCc2cccnc2)cc1C(=O)Nc1ccccc1,-23.7%,-0.1%[50 µM],6.3%,-14.5%,59,-0.4,9.8%,-7.5%,0.3%,-11.8%
CCOC(=O)/C=c1\s/c(=C\c2ccc(C(F)(F)F)cc2)c(=O)n1CC(=O)NCc1ccco1,22.2%,-0.1%,2.2%,-41.5%,94,5.9,3.5%,5.3%,0.3%,-1.8%
COc1ccccc1C(C)NCC(=O)Nc1c(F)cccc1F (stereo not drawn),-0.2%,-0.9%,9.8%,-15.5%,28,0.6,-3.3%,-7.5%,-0.4%,15.7%
Cc1csc(NC(=O)c2c(O)c3c(n(CC(C)C)c2=O)CCCC3)n1,33.4%,-0.5%,-2.4%,-30.9%,20,1.2,6.4%,-5.8%,-0.1%,7.9%
O=C(/C=C/c1cccc([N+](=O)[O-])c1)NCCSCc1ccc(Cl)cc1Cl,2.5%,-0.1%,1.4%,-26.3%,64,2.5,1.8%,14.3%,0.4%,0.3%
CCCn1c(N)c(N(CCOC)C(=O)/C=C/c2cccc(Cl)c2)c(=O)[nH]c1=O,2.2%,0.8%,-2.0%,-16.5%,32,1.8,9.9%,-1.0%,0.4%,4.1%
Cc1ccnc(Nc2nc(-c3ccc(F)cc3)cs2)c1,-39.1%[20 µM],0.1%,0.3%,-25.9%,69*,48.7*,7.5%,5.4%,0.3%,13.5%
CCOC(=O)c1cnn2c(C(F)(F)F)cc(-c3ccccc3)nc12,23.6%,-0.4%,7.4%,-4.9%,43,0.9,5.0%,13.9%,1.0%,8.2%
O=C(O)c1ccccc1CSc1nc2ccccc2o1,21.3%,-1.1%,1.1%,-36.0%,61,-2.2,9.3%,15.7%,-0.1%,24.2%
CCN1CCN(c2nc(Nc3ccccc3F)nc(N)c2[N+](=O)[O-])CC1,19.8%,0.7%,3.2%,-14.8%,36,-0.7,11.8%,-15.4%,25.5%,14.1%
Cc1ccccc1C(=O)N1CCN(c2ccc(NC(=O)c3ccc([N+](=O)[O-])o3)cc2)CC1,12.9%,-0.1%,-1.9%,-25.0%,36,36.9,8.3%,5.7%,0.6%,-0.1%
Cc1cc(C)nc(N(C#N)Cc2ccccc2C)n1,-28.1%[20 µM],0.0%,-3.6%,-6.3%,79,1.0,-5.0%,2.1%,-0.1%,-7.6%
O/N=C1\CCCc2nnc3c(c21)CCCC3,-33.7%,0.0%,7.2%,-12.0%,74,-1.2,7.2%,10.2%,-0.2%,-3.3%
CCOC(=O)N1CCN(C(=O)Cc2ccc(Cl)cc2)CC1,-6.3%,8.8%,-9.2%,-24.4%,44,-0.9,5.0%,-6.9%,-0.2%,0.0%
CCCCCSc1nc(O)cc(=O)[nH]1,8.7%,0.5%,-4.3%,-12.9%,60,-0.3,2.2%,-5.2%,-0.2%,3.6%
O=C1c2ccccc2C(=O)N1CC(O)COc1ccccc1Cl (stereo not drawn),14.7%,0.1%,-4.5%,-7.1%,72,-0.4,9.9%,5.2%,-0.1%,-0.3%
COc1ccccc1-c1cc(C(F)(F)F)nc(S(=O)(=O)CCCC(=O)N2CCOCC2)n1,-6.3%,0.9%,1.2%,nt,37,10.1,2.3%,9.4%,7.8%,7.2%
Cc1c(NC(=S)NC(=O)c2cccc3ccccc23)cccc1C(=O)O,12.5%,-0.5%,-3.8%,-44.0%,68,-0.1,2.8%,-14.0%,-0.1%,7.1%
O=C(CSC(=S)N1CCCCC1)N1N=CCC1c1ccccc1 (stereo not drawn),23.8%,0.2%,9.5%,-36.7%,78,1.0,-2.2%,-12.0%,0.0%,-7.8%
